KCNH2 3.1 block: blocks the human KCNH2 3.1 channel isoform; hit rate 0.95% among 340,000; activity change, % (tested at about 1.8 µM); U2OS KCNH2 3.1, thallium flux FluxOr; hits give low values; AID 720553;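 active = maximum activity change below -70%; inconclusive = maximum activity change from -70% to -50%; inactive = maximum activity change above -50%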;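 also: thallium influx rate constant from kinetic fluorescence after stimulation buffer; % is scaled to controls: 0 for no effect and ±100 for the full control effect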
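Virally transduced U2OS (3.1 isoform, 4 h infection in dark at RT) → overnight 37 C → FluxOr + Red40 in HBSS/HEPES, 45 min → stimulation buffer, 2 min kinetic read → rate constant vs DMSO controls.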
Giardia killer: kills Giardia lamblia. Giardia lamblia trophozoite viability. activity change, % at 7.66 µM, hits read low. hit rate 0.15% among 340,000; in the data active = activity change below about -80%; inconclusive = between about -30% and that limit;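 also: parasites exposed to compound for two days anaerobically before the ATP read; % is scaled to controls: 0 for no effect and ±100 for the full control effect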
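ATP-content bioluminescence gauges trophozoite survival. Cells (100/well) receive compound and incubate anaerobically for 48 hrs at 37 deg C; detection reagent follows for 15-30 min at room temperature.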
PKM2 act: PKM2 (human) enzyme activation; P14618; purified PKM2, Kinase-Glo ATP luminescence, activation; response scale: 0% is enzyme alone, no compound; Potency, µM (highest dose often 57.5 µM), for inactives: top-dose activation, usual class: activators; hit rate 0.34% among 260,000; also: potency is read from the fitted curve at half-maximal effect; % is scaled to controls: 0 for no effect and ±100 for the full control effect; nearly all actives have a fitted effect of over 55% in size
Target sequence (P14618 whole entry, looked up): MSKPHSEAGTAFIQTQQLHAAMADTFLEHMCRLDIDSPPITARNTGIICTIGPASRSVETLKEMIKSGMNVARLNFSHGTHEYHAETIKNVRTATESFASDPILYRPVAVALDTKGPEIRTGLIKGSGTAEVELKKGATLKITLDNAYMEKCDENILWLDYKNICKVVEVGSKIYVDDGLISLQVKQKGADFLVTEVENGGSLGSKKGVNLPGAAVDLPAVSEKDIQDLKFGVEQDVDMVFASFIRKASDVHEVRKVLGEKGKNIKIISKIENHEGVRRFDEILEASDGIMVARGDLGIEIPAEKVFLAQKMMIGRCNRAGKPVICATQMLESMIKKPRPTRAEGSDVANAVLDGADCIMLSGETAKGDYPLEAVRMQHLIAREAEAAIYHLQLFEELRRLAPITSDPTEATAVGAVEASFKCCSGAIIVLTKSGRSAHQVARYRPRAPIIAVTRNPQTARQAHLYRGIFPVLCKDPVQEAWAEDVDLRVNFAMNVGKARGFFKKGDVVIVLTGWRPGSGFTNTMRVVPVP
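ATP formation by purified human PK-M2, quantified via coupled luciferase luminescence after 1 h at room temperature with 0.1 mM ADP and 0.5 mM PEP final.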
MLL CXXC-DNA inh: inhibitors of human MLL CXXC domain-DNA interaction | Potency, µM (doses to about 115 µM), for the others: top-dose activity change, negative = inhibition, actives largely listed as inhibitors | MLL-CXXC / FITC-HOXA9 DNA fluorescence polarization | Q03164 | hit rate 0.037% among 290,000; active = well fitted inhibition curve with a large enough effect in the polarisation, with a control signal flat, not every such curve was filed as active; inconclusive = small, poorly fitted or top-dose-only effect, or effect the other way, or a change in a side signal; inactive = no such curve, though single readings can be large or run the other way; the % refers to the polarisation; also: potency is read from the fitted curve at half-maximal effect
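Purified MLL-CXXC (added from a 7 uM solution) was preincubated 5 min at ambient with pinned compounds in 50 mM Tris-HCl pH 7.5, 50 mM NaCl, 1 mM DTT, 0.05% BSA. Fluorescein-labeled HOX-A9 DNA (50 nM solution) followed, 30 min, then polarization read.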
Menin-MLL TR inh: displaces Texas Red mutant MLL peptide from human menin. O00255. Menin + Texas Red MLL mutant peptide, fluorescence polarization. Potency, µM (top dose mostly 61.6 µM), for the others: top-dose FP activity change, negative = inhibition, hits mostly inhibitors. hit rate 0.23% among 270,000; active = well fitted inhibition curve with a large enough effect in the polarisation, with a control signal flat, not every such curve was filed as active; inconclusive = small, poorly fitted or top-dose-only effect, or effect the other way, or a change in a side signal; inactive = no such curve, though single readings can be large or run the other way; the % refers to the polarisation; also: potency is read from the fitted curve at half-maximal effect; % of control where 0% means no effect; many of its hits are not listed in these tables
TRPV1 agonist: agonists of human vanilloid receptor 1 (TRPV1); Q8NER1; TRPV1-expressing cells, Fluo-8 calcium influx, agonist mode; activation, % at 8.33 µM; hit rate 0.19% among 320,000; AID 540275; in the data active = activation above about 80%; inconclusive = between about 30% and that limit; also: 0% is about no effect
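Cells expressing TRPV1 were dye-loaded with Fluo-8 and read kinetically: 10 s baseline, 3 min after compound (agonist portion), then 2 min after EC20 capsaicin (allosteric enhancer portion). Calcium-bound dye fluorescence at 480/520 nm.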
USP2a block: USP2a (human) protease inhibition; USP2 core, Ub-CHOP2 coupled fluorogenic reporter, 485/531; Potency, µM (titrated, usually from 38.3 µM), without a hit: at the top dose activity change, negative = inhibition, hits mostly inhibitors; hit rate 0.01% among 330,000;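 also: potency is read from the fitted curve at half-maximal effect; plate controls were DMSO wells for no effect and full inhibition by NEM control for full effect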
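USP2 core (10nM final) preincubated 30min RT with compound in 20mM Tris-HCl pH 8.0, 2mM CaCl2, 2mM beta-mercaptoethanol, 0.05% CHAPS; 25nM Ub-CHOP2 plus 25nM reporter substrate added, fluorescence (Ex485/Em531) read after 60min.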
B2AR arrestin: agonists driving beta-arrestin recruitment to human beta2-adrenergic receptor; P07550; beta-arrestin recruitment to beta2AR, cell-based reporter; Potency, µM (titrated, usually from 46.1 µM), without a hit: at the top dose activation, actives largely listed as activators; hit rate 0.02% among 330,000; AID 492947;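 also: potency is read from the fitted curve at half-maximal effect; 0% = DMSO controls and full agonism = EC100 isoproterenol or metaproterenol; nearly all actives have a fitted effect of over 65% in size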
FBPA coupling cs: coupling enzyme interference in Giardia aldolase counter-screen; coupling enzyme system counterscreen, AmpLite Red fluorescence; activity change, negative = inhibition, % at 58.2 µM, hits read low; hit rate 0.67% among 290,000; AID 2472; in the data active = activity change below about -30%; also: % is scaled to controls: 0 for no effect and ±100 for the full control effect
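Counterscreen of the coupled detection system alone, without aldolase: glyceraldehyde-3-phosphate coupling enzymes plus AmpLite Red readout. Compounds at 57.5 uM final, 10 min RT preincubation, 20 min RT reaction, fluorescence 525/598 nm.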
KCNH2 WT inh: blocks the wildtype human KCNH2 potassium channel | Q12809 | U2OS, BacMam KCNH2, thallium flux FluxOr; hits give low values | hit rate 0.37% among 340,000 | activity change, % at 1.84 µM | AID 720551;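 active = maximum activity change below -70%; inconclusive = maximum activity change between -70% and -50%; inactive = maximum activity change above -50%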; also: % is scaled to controls: 0 for no effect and ±100 for the full control effect
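U2OS cells were transduced with wild-type KCNH2 virus (2.03 x 10^8 / mL) for 4 h at room temperature, then cultured overnight at 37 C. Thallium flux was read with FluxOr dye. Rate constants were normalized to DMSO controls.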
GALK inhibitor: inhibitors of human galactokinase; P51570; Purified GALK, Kinase-Glo residual ATP luminescence; Potency, µM (series often up to 57.5 µM), for the others: at the top dose activity change, negative = inhibition, actives largely listed as inhibitors; hit rate 0.007% among 270,000; AID 1868; also: potency is read from the fitted curve at half-maximal effect; % is scaled to controls: 0 for no effect and ±100 for the full control effect
Target sequence (P51570 whole entry, looked up): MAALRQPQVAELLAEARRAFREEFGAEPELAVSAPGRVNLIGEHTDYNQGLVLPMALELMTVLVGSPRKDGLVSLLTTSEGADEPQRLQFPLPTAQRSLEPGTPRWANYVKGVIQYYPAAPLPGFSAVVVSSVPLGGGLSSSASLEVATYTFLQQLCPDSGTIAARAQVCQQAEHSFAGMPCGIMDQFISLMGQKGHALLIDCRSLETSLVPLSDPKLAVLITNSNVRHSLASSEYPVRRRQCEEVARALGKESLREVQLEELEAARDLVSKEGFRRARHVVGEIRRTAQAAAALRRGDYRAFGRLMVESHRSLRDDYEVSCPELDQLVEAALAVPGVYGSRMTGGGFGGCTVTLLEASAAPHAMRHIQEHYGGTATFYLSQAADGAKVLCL
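Compounds were pin-transferred into ATP buffer (35 uM final), then GALK plus galactose (5 nM, 100 uM final) was added. After 1 h at room temperature, Kinase-Glo Plus was added and luminescence read after 10 min.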
Numbers without * were called inactive; ? = inconclusive; · = no result given; [ ] = another dose, or the depositor's remark. Unless noted, calls follow the shape of the dose curve; as a rule, active = well fitted curve in the direction sought with a large enough effect; inconclusive = small, poorly fitted or top-dose-only effect, or another doubt; inactive = no such curve, though single readings can be large; an effect the other way counts as inactive or inconclusive.

SMILES	KCNH2 3.1 block	Giardia killer	PKM2 act	MLL CXXC-DNA inh	Menin-MLL TR inh	TRPV1 agonist	USP2a block	B2AR arrestin	FBPA coupling cs	KCNH2 WT inh	GALK inhibitor
COC(=O)c1ccc(COc2ccc(C3C4=C(CCCC4=O)Nc4onc(C)c43)cc2)cc1 (stereo unspecified)	-8	16	0%	10%	15%	3	-4%	2.9%	8	11	-2%
O=C(CSc1nnc(CNC(=O)c2ccccc2F)o1)NC1CCCCC1	-18	22	·	-2%	·	1	1%	-0.3%	·	-5	-1%
CCCCNC(=S)N(C)/N=C/c1ccccc1C(=O)O	4	1	5%	-2%	4%	-2	1%	-1.0%	6	12	0%
COc1cc(OC)cc(C(=O)Nc2ccccc2NC(C)=O)c1	-1	-5	0%	1%	-1%	-1	4%	0.1%	5	-1	0%
Cc1cnc(NC(=O)CSc2c(Cl)cccc2Cl)s1	23	-9	-8%	27%	-20%	?	0%	-0.7%	-1	-7	1%
O=C(CSc1ccc2nnc(-c3cccnc3)n2n1)NCC1CCCO1 (stereo unspecified)	-12	-25	8%	-7%	-2%	-1	0%	-0.7%	2	-5	0%
CC1(C)CC(=O)C2=C(C1)NC(=O)CC2c1cc2c(cc1Br)OCO2 (stereo unspecified)	3	0	-3%	3%	-10%	-1	-1%	0.4%	2	-1	2%
COc1ccccc1/C=C/c1nc2ccc(OC(C)=O)cc2c(=O)o1	32	-7	0%	-7%	?	-2	-2%	-0.3%	-1	-4	1%
COC(=O)c1sccc1NC(=S)N(C)C1CCCCC1	12	30[activator]	4%	5%	17%	13	2%	-0.1%	0	3	10%
Cc1ccc(NC(=O)CN(C)C(=O)c2cccc(S(=O)(=O)NCc3ccccc3)c2)cc1	-4	3	·	·	·	-1	-1%	0.3%	·	-4	·
C=CCc1ccc(OC)c(OC)c1	-9	-19	3%	7%	-3%	1	-1%	-0.1%	1	0	·
CCc1ccc(-c2nc(SCC(=O)c3c(N)n(C)c(=O)n(C)c3=O)n[nH]2)cc1	-7	-21	·	·	·	·	0%	0.5%	·	2	·
CC(C)(C)OC(=O)NOCC(=O)N(Cc1ccccc1)CC(O)COc1ccccc1 (stereo unspecified)	5	14	·	·	·	3	0%	0.4%	·	10	·
Cc1nc(-c2ccc(S(=O)(=O)Oc3ccccc3Cl)s2)cs1	-1	12	2%	3%	·	10	3%	-0.3%	1	-2	·
O=C(O)c1ccccc1N=N/C(=N/Nc1cc(S(=O)(=O)O)ccc1O)c1ccccc1	2	19	·	·	·	0	4%	-0.1%	·	-2	·
Cc1cc(N/N=C/c2ccccc2F)nc(NCc2ccccc2)n1	-5	-3	1%	0%	·	1	1%	-0.5%	-1	18	-1%
CCN(CC(=O)NCc1ccccn1)S(=O)(=O)c1ccc(Cl)cc1	-2	-1	0%	-2%	24%	1	1%	-0.1%	-1	2	0%
COc1ccc(NC(=O)CN(C)C(=O)C(C)Sc2ccccc2)cc1 (stereo unspecified)	-2	-2	2%	?	-2%	1	1%	7.8%	0	-3	-2%
OC1CCCN(CC(O)COc2ccc(-c3ccccc3)cc2)C1 (stereo unspecified)	-72*	26	·	1%	?	6	1%	-0.4%	1	19	6%
COc1ccccc1CNC(=O)C/C(C)=N/NC(=O)COc1ccc(C)cc1Br	-33	10	6%	5%	0%	-2	2%	-0.7%	1	-8	·
CCCCC(CC)C(=O)NCC(C)NC(=O)C(CC)CCCC (stereo unspecified)	-1	-3	6%	6%	7%	3	1%	0.1%	4	-3	3%
CC(c1ccccc1)c1nnc(NC(=O)Nc2ccccc2F)s1 (stereo unspecified)	-2	?	·	9%	·	1	-8%	-0.5%	-1	-11	2%
O=C(Cc1ccsc1)N1CCN(S(=O)(=O)c2cccc(F)c2)CC1	3	-6	·	·	·	3	0%	0.0%	·	-3	·
CC(C)(C)C1CCC(=NNC(=O)CN(c2ccccc2)S(=O)(=O)c2ccccc2[N+](=O)[O-])CC1 (stereo unspecified)	-6	2	-8%	-5%	2%	5	1%	-1.0%	0	-10	·
COc1ccc(OCc2nnc(SCc3ccc(C(=O)O)cc3)o2)cc1	15	2	-3%	9%	25%	-2	1%	0.6%	10	2	7%

(next part)
SMILES	KCNH2 3.1 block	Giardia killer	PKM2 act	MLL CXXC-DNA inh	Menin-MLL TR inh	TRPV1 agonist	USP2a block	B2AR arrestin	FBPA coupling cs	KCNH2 WT inh	GALK inhibitor
COC(=O)c1cc(S(=O)(=O)NCC2CCN(Cc3ccc(F)cc3)CC2)cn1C	3	-6	·	-6%	·	3	3%	0.1%	·	-3	2%
Cc1ccccc1Nc1scc(-c2ccc(Cl)cc2)[n+]1-c1ccccc1C	9	31[activator]	·	4%	1%	-1	0%	-0.1%	0	-6	0%
Cc1ccc(S(=O)(=O)N2CCCCC2)cc1NC(=O)[C@@H]1CCCN1C(=O)c1cccs1	1	11	·	·	·	-4	-2%	0.0%	·	6	·
CC(C)(C)c1ccc(C(=O)C2CCCN(C(=O)C3CCOCC3)C2)cc1 (stereo unspecified)	14	-4	-6%	10%	5%	-4	8%	-0.1%	-1	-19	-2%
Cc1ccc(C)c(OCCSc2nnc(-c3cccnc3)n2N)c1	-2	14	1%	14%	-24%	-2	1%	-2.0%	2	-5	3%
COc1ccc(NC(=O)[C@@H]2CCCN2S(=O)(=O)c2ccc(Cl)cc2)cc1	5	-14	·	·	·	·	1%	-1.2%	·	11	·
CC(=O)c1sc(NC(=O)c2ccc(F)c(S(=O)(=O)N3CCOCC3)c2)nc1C	12	-5	·	·	·	1	3%	-0.1%	·	-3	·
COc1cc(Nc2ccc(C(=O)O)cc2[N+](=O)[O-])cc(OC)c1	9	9	-2%	-1%	?	3	0%	4.8%	8	·	·
CC(C)(C)OC(=O)C[C@H]1C/C=C\C[C@H](CC(=O)N(CCO)Cc2ccccc2)C(=O)NC[C@H](c2ccccc2)OC1=O	-6	0	·	·	·	·	?	0.4%	·	10	·
CC1Cc2ccccc2N1C(=O)c1cc2c(=O)n3ccccc3nc2n1C (stereo unspecified)	3	10	1%	-13%	-5%	6	2%	4.5%	-1	-7	-3%
Cc1ccc2nc3c(cc(C(=O)NCC4CCCO4)c(=N)n3C3CCCC3)c(=O)n2c1 (stereo unspecified)	3	12	·	1%	-4%	28	2%	0.1%	0	0	0%
CCCCN(CCCC)NC(=O)c1ccccc1	14	5	-1%	0%	-1%	0	1%	0.1%	3	6	-3%
COC(=O)c1nn(-c2ccc(Oc3ccccc3)cc2)c(=O)cc1O	-11	-18	-10%	5%	17%	0	3%	0.0%	2	-13	0%
COc1ccc(C(C)=O)cc1COC(=O)c1cnc(C)cn1	7	11	-5%	-2%	-12%	-3	1%	0.1%	1	13	0%
C=C(C)CSc1nnc(CCNC(=O)OC(C)(C)C)o1	2	-2	2%	-1%	-12%	1	0%	0.0%	3	-7	1%
Cc1cc(C)n(C(CC(=O)O)C(=O)O)n1 (stereo unspecified)	16	-11	-7%	10%	2%	2	0%	-0.3%	1	-8	3%

Screening data (PubChem BioAssay)

Not all compounds are listed. The share of hits here may be higher or lower than overall.
